Screening results (PubChem)
APOBEC3A inh: blocks human APOBEC3A ssDNA deamination; P31941; recombinant A3A, FAM/TAMRA ssDNA deamination fluorescence; inhibition, % at 20 µM; 330,000 compounds, 0.41% hits; AID 493011;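 active means at least 40% inhibition at 20 µM here, with at most 30% in a related deaminase screen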;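 further: plate controls were A3A with DMSO for no effect and wells lacking A3A enzyme for full effect; some results filed as inactive read as strong as hits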
Target sequence (P31941 whole entry, looked up): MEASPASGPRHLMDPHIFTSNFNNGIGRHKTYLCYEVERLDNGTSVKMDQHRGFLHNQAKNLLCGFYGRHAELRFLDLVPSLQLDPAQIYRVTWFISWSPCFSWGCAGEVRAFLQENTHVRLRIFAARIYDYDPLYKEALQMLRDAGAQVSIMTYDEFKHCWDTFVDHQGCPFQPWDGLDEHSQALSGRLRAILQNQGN
hIAP inh: human IAP inhibition; 330,000 compounds, 0.12% hits; inhibition, % at 10 µM; purified IAP, CDP-Star luminescence, 30 min; P09923;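 active means inhibition reaching a set limit with compound at 10 µM in the primary screen, cut at about 35% in these data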;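 further: plate controls were DMSO wells with enzyme for no effect and no-enzyme buffer wells for full effect; values of inactives mirror those of a sister screen read the other way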
HKDC1 inh: HKDC1 (human) hexokinase inhibition | recombinant HKDC1, G6PDH/diaphorase resazurin coupled fluorescence | Q2TB90 | 340,000 compounds, 0.16% hits | inhibition, % at 20 µM;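 active means inhibition above about 35% when tested at 20 µM, limit read from the data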;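 further: plate controls were DMSO wells with enzyme for no effect and DMSO wells lacking enzyme for full effect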
Target sequence (Q2TB90 whole entry, looked up): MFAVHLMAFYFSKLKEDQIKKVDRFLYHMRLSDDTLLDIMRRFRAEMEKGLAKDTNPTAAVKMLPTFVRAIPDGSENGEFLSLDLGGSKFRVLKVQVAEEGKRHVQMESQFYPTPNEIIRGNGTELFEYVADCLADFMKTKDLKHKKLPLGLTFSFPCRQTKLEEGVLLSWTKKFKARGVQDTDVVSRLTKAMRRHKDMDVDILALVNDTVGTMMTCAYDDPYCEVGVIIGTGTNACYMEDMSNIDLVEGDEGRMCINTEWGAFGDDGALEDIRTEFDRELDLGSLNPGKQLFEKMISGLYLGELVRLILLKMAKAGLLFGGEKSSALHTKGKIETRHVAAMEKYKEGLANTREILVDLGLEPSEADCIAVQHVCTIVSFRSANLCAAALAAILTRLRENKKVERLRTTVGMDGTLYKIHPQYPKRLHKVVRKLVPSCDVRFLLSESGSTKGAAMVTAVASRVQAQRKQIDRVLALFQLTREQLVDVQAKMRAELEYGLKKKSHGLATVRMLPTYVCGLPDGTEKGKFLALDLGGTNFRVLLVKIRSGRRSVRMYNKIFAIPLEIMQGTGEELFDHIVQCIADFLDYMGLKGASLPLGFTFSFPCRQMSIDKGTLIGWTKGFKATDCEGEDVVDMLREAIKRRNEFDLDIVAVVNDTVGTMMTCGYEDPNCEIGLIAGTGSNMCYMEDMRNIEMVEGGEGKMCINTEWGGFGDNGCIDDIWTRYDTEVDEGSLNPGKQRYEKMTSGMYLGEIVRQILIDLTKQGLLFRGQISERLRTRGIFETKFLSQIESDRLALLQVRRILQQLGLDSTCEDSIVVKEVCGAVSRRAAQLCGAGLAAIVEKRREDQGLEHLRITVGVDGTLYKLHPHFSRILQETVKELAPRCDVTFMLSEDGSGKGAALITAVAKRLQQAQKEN
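Test system: recombinant HKDC1 (HK5) hexokinase enzyme, produced in-house; Amount: enzyme 5 µg/mL final; Buffer or medium: Tris pH 8.0 buffer with MgCl2, Tween-20, BSA, BME; Reagent: glucose and ATP substrates; Doses: 20 µM test compound, 1% DMSO; Incubation: 90 min reaction incubation at room temperature, dark; Detection: resorufin fluorescence at 613 nm.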
mIAP act: mouse IAP activation. activation factor at 10 µM. muIAP, CDP-Star luminescence, 30 min; hits give high values; 1 = vehicle-only enzyme signal, 0 = enzyme-free wells. AID 2805. 330,000 compounds, 0.24% hits;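 active means activation factor of at least 2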; further: the source names both 10 and 20 µM as test concentration; values of inactives mirror those of a sister screen read the other way
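Assay system: mouse IAP enzyme; Reagent: CDP-Star chemiluminescent phosphatase substrate; Compound: DMSO-dissolved test compounds; Incubation: 30 min, room temperature; Technique: luminescence from enzymatic CDP-Star hydrolysis; Controls: DMSO-only wells and no-enzyme negative control.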
ATG4B inh: ATG4B (human) cysteine protease inhibition. Q9Y4P1. ATG4B cleavage of LC3-PLA2, NBD-HPC fluorescence, 1 h. inhibition, % at 8.33 µM. 340,000 compounds, 0.51% hits. AID 504462; in the data active means inhibition above about 40%
mIAP block: blocks mouse intestinal alkaline phosphatase; 330,000 compounds, 0.2% hits; purified mouse IAP, CDP-Star luminescence, 30 min; AID 2806; inhibition, % at 10 µM;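 active means inhibition of at least 40% at 10 µM in the primary screen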;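 further: plate controls were DMSO with enzyme for no effect and no enzyme wells for full effect; values of inactives mirror those of a sister screen read the other way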
hIAP activ: human IAP activation | activation factor at 10 µM | purified human IAP, CDP-Star luminescence, 30 min; hits give high values; 1 = vehicle-only enzyme, 0 = enzyme-free background | 330,000 compounds, 0.16% hits | P09923;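 active means activation factor of the enzyme at least 2-fold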; further: the source names both 10 and 20 µM as test concentration; values of inactives mirror those of a sister screen read the other way
PfGluPho inh: PfG6PD (Plasmodium falciparum) enzyme inhibition | PfGluPho enzyme, NADPH resazurin-diaphorase fluorescence | inhibition, % at 20 µM | 350,000 compounds, 0.78% hits;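 active means inhibition reaching at least a set limit at 20 µM in the primary screen, cut at about 59% in these data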;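 further: 0% = DMSO wells with substrate and 100% = DMSO wells lacking glucose-6-phosphate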
Numbers without * were called inactive. Random draw from the library (roughly 2.4% active in at least one column).

SMILES	APOBEC3A inh	hIAP inh	HKDC1 inh	mIAP act	ATG4B inh	mIAP block	hIAP activ	PfGluPho inh
O=C(O)C1CCC(Cn2c(SCc3cc(=O)n4cc(Br)ccc4n3)nc3ccsc3c2=O)CC1 (stereo not given)	1	-8	5	0.92	-1	8	1.1	5
CCOCc1nnc(NC(=O)c2ccc(NC(C)=O)cc2)s1	-1	4	-13	1.1	0	-6	0.96	-3
O=C(O)c1ccc(/C=N/Nc2nc3ccccc3[nH]2)cc1	-8	1	-5	0.92	-6	8	0.99	5
CCOC(=O)c1cc2c(C)nn(-c3ccccc3)c2s1	6	20	-3	1	-1	-1	0.8	5
CC(C)CCNC(=O)CCCOc1ccccc1	-6	5	-3	0.96	0	4	0.95	-8
COCCCNCCCCOc1ccc(C)cc1[N+](=O)[O-]	0	-8	-6	0.93	1	7	1.1	-3
O=C(C[C@@H]1C/C=C\C[C@@H](Cc2ccc(F)cc2)C(=O)OCCNC1=O)NCCO	-7	-4	-5	1.1	-7	-11	1	-5
Cc1ccc(-c2cc3ccccc3nc2N2CCCC2)cc1	-3	-5	1	0.99	14	1	1.1	0
COc1ccc2c(c1OC)C(=O)N(C(C)C(=O)O)C2=O (stereo not given)	-3	5	-10	0.93	-2	7	0.95	-8
CC(C)=CCN1CCN(Cc2ccoc2)CC1CCO (stereo not given)	6	-4	-5	0.9	4	10	1	1
Cc1ccc(C(=O)NC(=S)N2CCCC2)cc1	-1	14	3	1	7	-3	0.86	-5
CC1(C)Cc2cccc(C(=O)Nc3ccc(F)cc3F)c2O1	-2	-7	3	1.1	8	-9	1.1	4
O=C(Nc1ccc(OC(F)F)c(Cl)c1)c1ccccn1	3	13	-5	0.93	0	7	0.87	11
Cc1[nH]nc2c1C(c1ccsc1C)C(C#N)=C(N)O2 (stereo not given)	1	16	-7	0.97	-12	3	0.84	17
COc1ccccc1/C=C/c1nc2ccc(OC(C)=O)cc2c(=O)o1	-7	6	1	0.93	-6	7	0.94	-4
Cn1c(=O)cc(N)n(-c2ccccc2)c1=O	-3	-12	-2	0.95	1	5	1.1	0
O=c1c(-c2ccccc2)coc2c(CN3CCOCC3)c(O)ccc12	3	-16	-4	1.1	0	-10	1.2	10
CCOC(=O)c1sc(-c2cccc(C(F)(F)F)c2)nc1O	-4	-2	4	0.95	-6	4	1	-17
CCN(c1ccc(NC(=O)c2cccc(S(=O)(=O)N3CCN(C)CC3)c2)cc1)C(C)C	-2	1	6	1.1	-1	-11	0.99	12
CC(C)[C@@H](C(=O)N1CCN(Cc2ccc3c(c2)OCO3)CC1)n1nnc2ccccc2c1=O	-4	12	0	0.97	-3	3	0.88	4
NC(=O)CC1SC(N)=NC1=O (stereo not given)	-2	14	-9	0.86	-12	14	0.86	2
O=C(NC1CCCC1)c1cc(-c2ccc(F)cc2)on1	1	7	-5	0.99	-4	0	0.93	19
O=C(CN1C(=O)NC2(CCCC2)C1=O)NCCN1C(=O)S/C(=C\c2ccccc2F)C1=O	3	-9	-4	1	0	-4	1.1	-6
CCCCCC(=O)Nc1ccc(S(=O)(=O)Nc2nccc(C)n2)cc1	0	-6	-1	1	-6	-4	1.1	-9
COCCOC(=O)c1c(NC(=O)CN(C)c2ccccc2)sc(C(N)=O)c1C	2	7	-4	1	-11	-4	0.93	12
COc1ccc(/C=N/NC(=O)c2cccc(Br)c2)cc1CSc1ccccn1	2	-42	-3	0.92	7	8	1.4	-14
Cc1ccc2nc(NC(=O)C3=NN(c4ccccc4)C(=O)CC3)sc2c1	0	-8	-14	0.89	-15	11	1.1	5
COC(=O)[C@]1(Cc2ccccc2)N[C@H](c2ccc(-c3ccc4c(c3)OCO4)cc2)[C@@H]2C(=O)N(C)C(=O)[C@@H]21	-1	-1	0	0.99	3	1	1	5
CCN(CC)CCCN1C(=O)C(=O)/C(=C(/O)c2cc(C)ccc2C)C1c1cccnc1 (stereo not given)	1	-9	3	1	-7	-2	1.1	-17
O=C(Nc1sc2c(c1C(=O)NCC(O)CO)CCCC2)c1ccccc1 (stereo not given)	1	-10	6	1	-10	-2	1.1	19
Cc1sc2nc(SCC(=O)N3CCOCC3)[nH]c(=O)c2c1C	-3	4	3	1.1	0	-6	0.96	9
COc1cc(CN2CCc3ccccc3C2)ccc1O	-2	-2	-3	0.99	-3	1	1	-5
CC1CN(CC(=O)NCc2ccc(Cl)cc2)CC(C)O1 (stereo not given)	-7	0	7	0.98	10	2	1	-15
O=C(O)C1CC(=O)N(Cc2ccc3c(c2)OCO3)C1 (stereo not given)	3	-41	-14	1	-6	-1	1.4	-6
CC1(C)N=C(N)N=C(N)N1c1ccc(F)cc1F	1	-7	-6	1	4	-4	1.1	9
Cc1cc(C)nc(Nc2ccc(O)cc2)n1	-2	4	2	1.1	-6	-9	0.96	11
CNC(=S)N(CCc1c(C)[nH]c2ccc(OC)cc12)Cc1cccnc1	1	-10	-6	0.96	-13	4	1.1	12
O=C(C(=C1NCCN1)n1cncn1)c1ccccc1	-2	4	-11	0.98	-11	2	0.96	-1
O=S(=O)(Nc1c(O)ccc2ccccc12)c1cccc2ccccc12	-4	3	29	0.92	-14	8	0.97	84*
Cc1nc(N2CCN(c3ccccc3)CC2)[nH]c(=O)c1Cc1ccccc1	-5	-22	-2	1	-2	-1	1.2	-5
COC(=O)CN(c1cccc(OC)c1)S(C)(=O)=O	-2	-7	6	0.99	0	1	1.1	-8
CCc1c(C#N)c(=O)[nH]c(=O)n1-c1ccccc1	10	19	-3	1.1	-3	-8	0.81	-11
COc1cc(F)c(C2=CC(=O)C[C@H](c3ccc(Cl)cc3)C2)cc1F	-3	-15	2	1	7	-4	1.1	0
CC1=CC(C)(C)N2C(=O)C3(C(C#N)=C(N)Oc4cc(C)oc(=O)c43)c3cccc1c32 (stereo not given)	1	-10	-7	0.98	-12	2	1.1	-12
COc1ccc(S(=O)(=O)N2CC(C(=O)O)Oc3ccc(CC(=O)O)cc32)cc1 (stereo not given)	-2	-18	3	0.99	-13	0	1.2	-16
CCn1c(CNC(=O)c2ccccc2F)cc2ccccc21	-5	-16	-3	1	13	-3	1.2	-8
Cc1nc2cc(S(=O)(=O)N3CCC(C(=O)O)CC3)ccc2n1C1CCCC1	-3	-25	-6	1	-3	-5	1.3	-13
CCN(CC)c1ccc(Nc2nc(-c3cccnc3)cs2)cc1	-4	13	-1	1	2	-3	0.87	32
O=C(NCCc1ccccc1)c1ccccc1[N+](=O)[O-]	0	19	4	0.91	-1	9	0.81	-6
CC1=C(C)[N+](=O)C2CCCCC2N1[O-] (stereo not given)	3	3	-9	0.97	8	3	0.97	-15

Next entries follow.
SMILES	APOBEC3A inh	hIAP inh	HKDC1 inh	mIAP act	ATG4B inh	mIAP block	hIAP activ	PfGluPho inh
Clc1ccc(-n2nnnc2CN2CCOCC2)cc1Cl	6	7	-8	1.1	-5	-6	0.93	-4
O=C(CNC(=O)c1ccccc1F)NCC(c1cccs1)N1CCOCC1 (stereo not given)	-6	5	-10	0.94	0	6	0.95	0
CCCCCC(=O)NCc1c(C(F)(F)F)nn(C)c1N1CCOCC1	-6	-5	1	1.1	-5	-10	1.1	1
O=C(c1ccccc1)N(Cc1ccccc1)c1ccccn1	6	6	2	1.1	11	-11	0.94	-16
CCC(Sc1nnc2c3ccccc3n(CC)c2n1)C(=O)Nc1sc2c(c1C#N)CCCC2 (stereo not given)	-5	-16	5	0.85	-6	15	1.2	35
N#Cc1c(N2CCN(C(=O)c3ccco3)CC2)nc(-c2ccccc2)c2c1CCCC2	4	27	20	0.99	33	1	0.73	-11
CCCCNC(=O)c1onc(CSc2ccccn2)c1C(=O)NCCCC	-2	-4	-4	1	1	-1	1	30
CC1CN(C)CCC1OC(=O)c1ccccc1 (stereo not given)	-2	-4	0	1.1	-2	-7	1	-6
Cc1noc(C)c1CN1C(=O)NC2(CCc3ccccc3C2)C1=O (stereo not given)	2	1	-1	0.93	7	7	0.99	-1
O=c1c2ccccc2cnn1-c1ccc(Cl)nn1	-2	2	-12	1	2	0	0.98	-3
COc1ccc(CNC(=O)CN2CCN(S(=O)(=O)c3c(C)c(C)cc(C)c3C)CC2)cc1OC	-5	0	-2	1.1	-28	-14	1	1
CC(NC(=O)CCC(=O)c1ccc(F)cc1)C1CC2CCC1C2 (stereo not given)	-2	-4	-4	1	-3	-4	1	-5
CCOc1ccc(-n2nc3ccc(NC(=O)c4ccc5c(c4)OCCO5)cc3n2)cc1	3	24	-9	1	2	-2	0.76	-2
Cc1ccc(NC2CCCN(C(=O)c3ccnc(Cl)c3)C2)cc1C (stereo not given)	-4	-2	-2	1	9	-3	1	-6
Cc1ccc(S(=O)(=O)Nc2ccc(-c3cn4ccc(C)cc4n3)cc2)cc1	-2	14	11	0.95	-13	5	0.85	41
COC(=O)C1(NC(=O)NC23CC4CC(CC(C4)C2)C3)CCCCC1	-4	2	-9	0.99	-3	1	0.98	3
CCn1cc(C(=O)O)c(=O)c2cc(F)c(N3CCN(C(=S)NC(=O)c4ccc(F)cc4)CC3)cc21	-2	-10	0	1	4	-4	1.1	-2
O=Cc1ccccc1Oc1ccccc1	3	6	-11	0.91	-2	9	0.94	-25
CCOc1ccc(S(=O)(=O)n2nc(C)cc2C)cc1	9	16	-2	0.92	-5	8	0.84	10
CC1(C)CC(=O)/C(=C(/O)Cc2ccccc2)C(=NCCc2ccccc2)C1	0	3	-7	1	-10	-1	0.97	0

Five compounds already listed, ordered by the number in PfGluPho inh, largest number first.
SMILES	PfGluPho inh
CCC(Sc1nnc2c3ccccc3n(CC)c2n1)C(=O)Nc1sc2c(c1C#N)CCCC2 (stereo not given)	35
NC(=O)CC1SC(N)=NC1=O (stereo not given)	2
CC(NC(=O)CCC(=O)c1ccc(F)cc1)C1CC2CCC1C2 (stereo not given)	-5
CC1CN(C)CCC1OC(=O)c1ccccc1 (stereo not given)	-6
O=Cc1ccccc1Oc1ccccc1	-25

Two records picked at random from the list so far, as already listed:
SMILES	APOBEC3A inh	hIAP inh	HKDC1 inh	mIAP act	ATG4B inh	mIAP block	hIAP activ	PfGluPho inh
O=Cc1ccccc1Oc1ccccc1	3	6	-11	0.91	-2	9	0.94	-25
Cc1ccc(S(=O)(=O)Nc2ccc(-c3cn4ccc(C)cc4n3)cc2)cc1	-2	14	11	0.95	-13	5	0.85	41

Further entries.
SMILES	APOBEC3A inh	hIAP inh	HKDC1 inh	mIAP act	ATG4B inh	mIAP block	hIAP activ	PfGluPho inh
Cc1c(Nc2nc(C(F)(F)F)nc3ccccc23)c(=O)n(-c2ccccc2)n1C	2	-4	-4	1	10	-2	1	-15
Cc1cc(C(=O)NCc2ccc(Cl)cc2)n(-c2ccccc2)n1	2	-4	-1	0.95	-7	5	1	-6
CC1Cc2cc(S(=O)(=O)N3CCC(C(N)=O)CC3)ccc2N1C(=O)C1CC1 (stereo not given)	-2	-16	-1	1	-4	-3	1.2	-5
CCOC(=O)NC(=O)/C(N=Nc1cccc(C(F)(F)F)c1)=C(\C)O	-2	-2	-1	0.97	-7	3	1	-9
CCOC(=O)CN1C2=NCCN2c2ccccc21	-1	-11	-2	0.95	-8	5	1.1	-4
COc1ccc(C(=O)NC2=NCCS2)cc1S(=O)(=O)N1CCCCC1C (stereo not given)	5	-5	-5	0.88	-5	12	1.1	-6
Cc1c(Cc2ccccc2)sc(NC(=O)/C=C/c2cccc3ccccc23)c1C(N)=O	0	-10	5	0.89	-1	11	1.1	19
Cc1cc(C)c(C#N)c(Nc2ccccc2F)n1	-1	16	-2	1	12	-2	0.84	-7
CCOc1cc(N2CCOCC2)c(OCC)cc1NC(=O)COc1ccccc1[N+](=O)[O-]	0	5	-4	0.97	-3	3	0.95	21
